# Screening data: PubChem, Sanford-Burnham Center for Chemical Genomics
# UBC13 polyUb: blocks human UBC13 polyubiquitin chain formation; P61088; inhibition, % at 20 µM; TR-FRET; 330,000 compounds, 0.47% hits; in the data active = inhibition above about 45%, passing the limit was not always enough
# Target sequence (P61088 whole entry, looked up): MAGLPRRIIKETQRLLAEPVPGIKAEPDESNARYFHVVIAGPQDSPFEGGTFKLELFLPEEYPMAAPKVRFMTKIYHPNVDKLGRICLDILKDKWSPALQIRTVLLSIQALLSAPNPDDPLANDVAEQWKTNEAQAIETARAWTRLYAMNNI
# EBI2 block: antagonists of human EBI2 receptor. P32249. EBI2 beta-arrestin recruitment, luminescence, 7a,25-OHC stimulated. inhibition, % at 5 µM. 360,000 compounds, 0.81% hits; in the data active = inhibition above about 38%;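 note: enzyme fragment complementation signal reports receptor beta-arrestin coupling in cells; 0% = agonist plus DMSO wells and 100% = wells without agonist; some results beyond the cut were filed as inactive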
# Target sequence (P32249 whole entry, looked up, the tested form may be a part): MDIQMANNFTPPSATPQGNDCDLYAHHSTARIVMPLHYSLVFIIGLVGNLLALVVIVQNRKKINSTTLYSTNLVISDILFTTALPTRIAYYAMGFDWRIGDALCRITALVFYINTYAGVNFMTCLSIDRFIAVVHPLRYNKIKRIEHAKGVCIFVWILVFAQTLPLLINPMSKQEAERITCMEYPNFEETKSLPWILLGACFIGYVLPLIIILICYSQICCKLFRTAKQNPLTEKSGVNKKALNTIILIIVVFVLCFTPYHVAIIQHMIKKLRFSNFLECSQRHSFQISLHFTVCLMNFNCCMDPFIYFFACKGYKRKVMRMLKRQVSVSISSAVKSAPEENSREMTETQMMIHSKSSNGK
# CCR6 antagonist: blocks CCL20-driven beta-arrestin recruitment at human CCR6. 340,000 compounds, 0.49% hits. CHO-K1 CCR6 PathHunter beta-arrestin, luminescence, CCL20-stimulated. inhibition, % at 20 µM;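 active = compounds whose inhibition of the agonist-driven luminescence signal at 20 µM reaches about 50%, limit read from the data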;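 note: cells stimulated with CCL20 at 14 nM final; plate controls were DMSO with CCL20 for no effect and DMSO without agonist for full effect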
# 697 NFkB inh: inhibitors of the PMA/ionomycin-induced NF-kB reporter in 697 B cells | 697 B-cell NF-kB luciferase reporter, 16 h | inhibition, % at 4 µM | 330,000 compounds, 0.33% hits; in the data active = inhibition above about 35%
# APJ antag: antagonists of human APJ apelin receptor | 330,000 compounds, 0.32% hits | AID 2521 | inhibition, % at 20 µM | CHO-K1 APJ beta-arrestin complementation, luminescence | P35414;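 active = inhibition above about 40% at 20 µM, limit read from the data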;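 note: cells challenged with 10 nM apelin-13 agonist together with compound; plate controls were apelin-13 plus DMSO wells for no effect and DMSO wells lacking apelin-13 for full effect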
# Jurkat NFkB inh: inhibitors of the PMA/ionomycin-induced NF-kB reporter in Jurkat cells | PMA/ionomycin-induced NF-kB luciferase reporter, luminescence | inhibition, % at 4 µM | 330,000 compounds, 0.53% hits | AID 435003; in the data active = inhibition above about 50%
# Gli-Sufu block: blocks Gli-Sufu signaling in a luciferase reporter; Sufu-KO-LIGHT fibroblasts, Gli luciferase reporter luminescence; inhibition, % at 5 µM; 340,000 compounds, 0.74% hits;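 active = inhibition above about 55%, limit read from the data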;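 note: 0% = DMSO-treated cells and 100% = wells with medium but no cells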
# CXCR6 inh: CXCR6 (human) receptor inhibition | O00574 | CHO-K1 PathHunter CXCR6 beta-arrestin, luminescence | inhibition, % at 20 µM | 360,000 compounds, 0.36% hits; in the data active = inhibition above about 34%, passing the limit was not always enough;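 note: antagonist mode with CXCL16 agonist at 10 nM final; 0% = 10 nM CXCL16 with DMSO and 100% = unstimulated wells without agonist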
# Target sequence (O00574 whole entry, looked up): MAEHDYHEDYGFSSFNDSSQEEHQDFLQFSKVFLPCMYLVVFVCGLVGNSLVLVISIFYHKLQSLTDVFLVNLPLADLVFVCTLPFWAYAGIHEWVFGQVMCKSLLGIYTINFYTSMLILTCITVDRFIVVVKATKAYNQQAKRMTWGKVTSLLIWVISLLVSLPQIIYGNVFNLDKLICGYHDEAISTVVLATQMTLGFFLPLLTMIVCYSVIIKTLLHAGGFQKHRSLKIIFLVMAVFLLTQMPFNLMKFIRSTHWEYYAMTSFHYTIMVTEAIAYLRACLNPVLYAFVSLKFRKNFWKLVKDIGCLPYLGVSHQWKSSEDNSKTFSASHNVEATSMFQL
# Numbers without * were called inactive; . = no result given. Rows are unselected; overall some 3% were active at least once.
# Values run as follows: UBC13 polyUb, EBI2 block, CCR6 antagonist, 697 NFkB inh, APJ antag, Jurkat NFkB inh, Gli-Sufu block, CXCR6 inh
O=C(CSc1ncn[nH]1)Nc1cccc2ccccc12
→ 1, -7, 1, -2, 8, -2, -3, 0
O=C(O)CCc1nnc2n(Cc3ccc(F)cc3)c(=O)c3ccccc3n12
→ 2, -6, 9, 12, 5, -4, -5, 2
C(=N\c1nccs1)/c1cccnc1
→ -2, 0, -13, 7, 2, 0, -3, -1
Cc1cccc(NC(=O)C23CCC(C)(C2Br)C3(C)C)c1 (stereo unspecified)
→ -20, -12, 7, -20, -4, -9, 3, -3
Cc1cccc(OCCCC(=O)N2CCCc3ccccc32)c1C
→ -8, 7, 1, -2, 1, 0, 6, -1
Cc1ccc(C(=O)NNC(=O)COc2ccc(Cl)cc2C)o1
→ 11, 15, 0, 19, 1, 4, 11, -9
COc1ccc(C(=O)NC(=S)N(C)C2CCCCC2)cc1
→ 4, -1, 16, -4, 8, -14, -45, 4
O=C(O)c1ccc(N2C(=O)CSC2c2cccc([N+](=O)[O-])c2)cc1 (stereo unspecified)
→ -8, -2, -8, 0, 20, -3, 1, -6
Cc1cccc(NC(=O)CSc2ccc(-c3ccco3)nn2)c1C
→ -2, 7, 5, 7, 5, 16, -5, -5
CCCn1c(SCC(=O)Nc2ccc(NC(C)=O)cc2)nc2c1c(=O)n(C)c(=O)n2C
→ -2, -7, -7, -4, 15, -2, -16, -14
CN1CCN(CC(=O)N(Cc2c(C#N)c3ccccc3n2C)c2ccccc2)CC1
→ 8, -4, -4, -3, -13, -13, 5, -12
Cc1cc(C(=O)COC(=O)c2ccc(N)c([N+](=O)[O-])c2)c(C)n1-c1ccc2c(c1)OCO2
→ -23, -2, 14, 7, 12, 40, 36, -2
O=S(=O)(NCc1ccccc1Cl)c1ccc(-n2cnnn2)cc1
→ 3, -2, 3, 6, 5, 5, 14, -11
CCOCCCn1c(SCC(=O)N(C)C2CCS(=O)(=O)C2)nc2ccccc2c1=O (stereo unspecified)
→ -7, -6, 14, 2, 12, -7, -1, 1
C/C=C/CSc1nc2c(c(=O)[nH]c(=O)n2C)n1CCC
→ -9, -4, -9, -25, -4, -5, 9, -7
Clc1cccc(-c2nc(NCCN3CCOCC3)c3ccccc3n2)c1
→ 22, -7, 5, 0, -23, -4, 12, -8
CN(C)c1nc(N)nc(CSc2ncc(Cl)cc2Cl)n1
→ 7, -18, 0, 2, 9, -1, -6, 7
CCn1c(C(=O)NCCCN2CCc3ccccc3C2)cc2sccc21
→ 8, 12, 9, 5, -25, -3, 4, -3
COc1ccc(N2CCN(C(CNS(=O)(=O)c3ccc4c(c3)OCCO4)c3ccco3)CC2)cc1 (stereo unspecified)
→ 9, 2, 9, -13, 3, 10, 14, 0
CC12CCC(=O)N1C(C(=O)Nc1nccs1)CS2 (stereo unspecified)
→ -1, -7, -17, -7, 23, 14, -17, -9
O=[N+]([O-])c1ccc(COn2nnc3ccccc32)cc1
→ -12, -12, -1, 9, -10, -11, -15, 0
COc1ccc(CN2C(=NC(=O)C3CC3)SC3CS(=O)(=O)CC32)cc1 (stereo unspecified)
→ 5, -11, 3, 4, 19, 7, -2, 2
Cc1cccnc1NC(=O)c1ccc(Cl)c(S(=O)(=O)N2CCCCCC2)c1
→ -3, 4, 16, -17, 12, -14, 84*, -2
CCn1c(=O)n(CC)c2cc(S(=O)(=O)Nc3ccccc3C)c(C)cc21
→ 4, 1, 4, 18, 5, -10, 11, -9
Cc1ccc(C(O)(COC(=O)C(C)C)COC(=O)C(C)C)c(O)c1
→ -2, 2, 0, 14, 5, 11, 8, 7
COC1=C(Nc2ccc(O)cc2)C(=O)c2ccccc2C1=O
→ -153, -4, 27, -77, -43, 30, -3, 10
O=C(NC1CC1)c1ccc2c(c1)N(Cc1ccc(Cl)cc1)CCS2
→ 26, 7, 12, 18, 5, 7, 13, 20
O=Cc1c(-c2ccc(F)cc2)nc2ccccn12
→ -6, -5, 8, 6, 22, 1, -9, 8
O=C(NC1CCSc2ccccc21)c1cc(S(=O)(=O)N2CCOCC2)ccc1F (stereo unspecified)
→ 1, -4, 3, 11, 4, 2, 3, -6
CCOCCCNC(=O)C(c1ccccc1)N(Cc1ccc2c(c1)OCO2)C(=O)c1ccccc1O (stereo unspecified)
→ -4, 9, 2, 22, 6, 21, -5, -3
N#CC1=C2Sc3ccccc3N2CCCC1=O
→ -1, 3, 7, -40, 13, -11, -1, -8
Cc1ccc(S(=O)(=O)N/N=C/c2ccc(O)c(O)c2)cc1[N+](=O)[O-]
→ -3, 3, 7, 5, -13, -9, 2, 9
CC(C)CC1NC(=O)c2ccccc2-n2c1nc1ccc(Cl)cc1c2=O (stereo unspecified)
→ 13, ., ., 0, 1, 3, ., .
Brc1cccc(CNCc2ccncc2)c1
→ 1, -3, 11, 18, 11, -5, 2, 5
COc1ccc2c(-c3ccccc3)cc(SCC(N)=O)nc2c1
→ -1, 2, -5, 4, -23, -12, -11, -10
Brc1ccc(-c2noc(CCc3ccccc3)n2)o1
→ 9, 3, 18, -40, 14, -22, -64, 0
CCCNC(=O)NC(=O)CSc1nc2cc(C(=O)OC)ccc2c(=O)n1-c1ccccc1
→ -6, 2, 2, -1, 1, -6, -1, 5
Cc1nc2ccccc2c(=O)n1NC(=O)c1ccccc1Cl
→ 2, 1, 14, 8, -1, 1, 2, 6
CCCNC(=O)CSc1nc(COc2ccccc2)nc2ccccc12
→ 0, 8, 6, -8, 1, -13, 8, 5
CCn1cc(Cl)c(C(=O)N2N=C(c3ccc4ccccc4c3)CC2c2ccccc2O)n1 (stereo unspecified)
→ -13, 0, -23, 3, 13, -8, -2, 5
COc1ccc(C2/C=C\CC(NS(=O)(=O)c3ccc(C)cc3)CC(=O)N2Cc2ccccc2F)cc1 (stereo unspecified)
→ ., 4, 19, -7, ., ., -6, 0
CCCCC(CC)C(=O)NCc1ccccc1OC (stereo unspecified)
→ 8, 11, 3, 3, 9, -1, 3, 1
NC(=S)NN=C1CCCCCCCCC1
→ ., 6, 12, ., ., ., 5, 9
COc1cc(NC(=O)C2=C(N3CCOCC3)/C(=C/c3ccc(Cl)cc3)CC2)cc(OC)c1OC
→ 10, 15, 6, -35, 7, 10, 18, 15
CC(=O)N(c1c(C)n(C)n(-c2ccccc2)c1=O)C1(C(=O)NC2CCCC2)CCCCC1
→ 6, -10, 2, 9, 5, 0, 0, -2
CCOC(=O)c1ccccc1NC(=O)c1cccs1
→ 10, -16, -10, 14, 1, -10, -14, 1
Fc1ccc2nc(N3CCCC3)sc2c1
→ 1, 1, 3, -90, 15, -99, -50, 2
Clc1ccc(Oc2nc3ccccc3n3cccc23)cc1
→ 2, -2, -6, 5, -8, -11, 0, -4
O=C(c1cc(-c2ccccc2)nc2ccccc12)N1N=C(C(F)F)CC1(O)C(F)F (stereo unspecified)
→ 8, -7, 2, 9, -11, 10, 1, -1
CSc1nc(C)c(CCOCc2ccccc2)c(=O)[nH]1
→ -6, -5, 0, -1, -3, -7, -2, 0
CC(=O)c1cc(CN2CCC(C(=O)Nc3cccc(-c4cscn4)c3)CC2)cs1
→ 7, 6, 20, 14, 7, 19, 17, -8
CCOc1ccccc1NS(=O)(=O)c1csc(C(N)=O)c1
→ 1, -1, 1, -2, 21, -4, -27, -9
O=C1C2CCC(C2)C1CN1CCOCC1 (stereo unspecified)
→ ., -2, -2, ., ., ., 4, -2
COc1cccc(-c2ocnc2C(=O)Nc2ccc(N3CCOCC3)cc2N2CCOCC2)c1
→ 4, 33, 17, 8, 4, -4, 1, 12
O=C(c1nc(-c2ccccc2)n(-c2ccccc2)n1)N1CCCCCC1
→ 4, 0, 5, 34, -1, 0, 1, 5
CN(C)c1cc[nH]c(=O)c1C#N
→ 6, -4, -3, 12, 1, 3, -5, -2
Cn1cnnc1SCC(=O)NC1CCCCCC1
→ -4, -3, 9, 2, 24, -4, -11, -8
CNc1c(-n2cc(C(=O)OC)c(C(=O)OC)c2C(=O)OC)c(=O)n(C)c(=O)n1C
→ -8, 4, 0, -12, 2, -17, 30, -2
Cc1ccc(NC(=O)CC2C(=O)NCCN2C(=O)c2ccc(F)cc2)cc1 (stereo unspecified)
→ 1, 4, -3, 1, 0, -4, -6, -3
COC(=O)c1ccccc1S(=O)(=O)NCc1nc2nc(C)cc(C)n2n1
→ -2, -6, 4, 6, 2, -10, 1, -2

# Taken from above:
# `CSc1nc(C)c(CCOCc2ccccc2)c(=O)[nH]1` | Gli-Sufu block: -2
# `COc1ccc(C2/C=C\CC(NS(=O)(=O)c3ccc(C)cc3)CC(=O)N2Cc2ccccc2F)cc1` (stereo unspecified) | CCR6 antagonist: 19
# `CCn1c(=O)n(CC)c2cc(S(=O)(=O)Nc3ccccc3C)c(C)cc21` | 697 NFkB inh: 18
# `CCn1c(C(=O)NCCCN2CCc3ccccc3C2)cc2sccc21` | UBC13 polyUb: 8
# `O=C(NC1CCSc2ccccc21)c1cc(S(=O)(=O)N2CCOCC2)ccc1F` (stereo unspecified) | Jurkat NFkB inh: 2
# `O=S(=O)(NCc1ccccc1Cl)c1ccc(-n2cnnn2)cc1` | EBI2 block: -2
# `O=C1C2CCC(C2)C1CN1CCOCC1` (stereo unspecified) | EBI2 block: -2

# Arranged by value in UBC13 polyUb (rising): some entries from above
SMILES,UBC13 polyUb,EBI2 block,CCR6 antagonist,697 NFkB inh,APJ antag,Jurkat NFkB inh,CXCR6 inh
CCCNC(=O)CSc1nc(COc2ccccc2)nc2ccccc12,0,8,6,-8,1,-13,5
Brc1cccc(CNCc2ccncc2)c1,1,-3,11,18,11,-5,5
CCCCC(CC)C(=O)NCc1ccccc1OC (stereo unspecified),8,11,3,3,9,-1,1
CCOC(=O)c1ccccc1NC(=O)c1cccs1,10,-16,-10,14,1,-10,1

# New compounds follow
# Values run as follows: UBC13 polyUb, EBI2 block, CCR6 antagonist, 697 NFkB inh, APJ antag, Jurkat NFkB inh, Gli-Sufu block, CXCR6 inh
NS(=O)(=O)c1ccc(CCNC(=O)c2ccc(Cl)cc2[N+](=O)[O-])cc1
→ 1, 9, -8, 5, -22, -12, 6, 1
COc1ccccc1NC(=O)/C=C/c1cc([N+](=O)[O-])ccc1OC(F)F
→ -3, 6, -8, 29, -41, 4, 4, -6
O=S(=O)(NCCCNS(=O)(=O)c1c(F)cccc1F)c1ccc2c(c1)OCCO2
→ 9, -5, 1, 24, 6, -4, -2, -4
CN1C(=O)OC2(C)CCc3ccccc3C12C (stereo unspecified)
→ -2, 14, 5, 14, 11, -10, 2, 6
COc1ccccc1Cn1c(C)nc2ccccc21
→ 6, -4, 0, 4, -17, 7, -13, -4
O=C(Nc1nccs1)c1ccc[nH]c1=O
→ -6, -16, 6, -3, 13, 0, -16, -12
CCc1ccc2c(CN(CC)Cc3nc4ccccc4c(=O)[nH]3)cc(=O)oc2c1
→ 6, 8, 16, 29, 4, -6, -2, 3
Cc1cc(Br)c(NC(=O)c2c(-c3c(Cl)cccc3Cl)noc2C)c(Br)c1
→ 1, 9, 7, -3, -12, -32, 2, 15
CN(C)S(=O)(=O)c1ccc(N2CCCC2)c(C(=O)NCCc2ccc(F)cc2)c1
→ 1, 6, 15, 15, 16, 7, -2, 3
